GAA850 FXN act: FXN promoter activators, primary screen, cell-based, luciferase luminescence, HEK293 lucGAA850; HEK293 lucGAA850 FXN promoter luciferase reporter, 24 h; percent of 10 µM SAHA response; activation, % at 6 µM; 0.56% of 360,000 active; AID 540364, 2011;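 active = activation above the average of all compounds screened plus 3 SD, cutoff fixed separately per campaign, cut at about 7.5% in these data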;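 also: 0% = DMSO wells and 100% = 10 µM SAHA wells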
HGIII-sPLA2 inh: human group III sPLA2 inhibitors, primary screen, biochemical, QFRET, BODIPY PC-A2 liposome substrate | 0.56% of 370,000 active | QFRET BODIPY PC-A2 liposome hydrolysis, fluorescence | inhibition, % at 12.2 µM;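 active = inhibition above mean plus 3 SD of compounds lying within the high and low control bounds, cut at about 19% in these data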;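 also: 0% = median of test compound wells and 100% = no enzyme DMSO wells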
Target sequence (Q9NZ20 whole entry, looked up): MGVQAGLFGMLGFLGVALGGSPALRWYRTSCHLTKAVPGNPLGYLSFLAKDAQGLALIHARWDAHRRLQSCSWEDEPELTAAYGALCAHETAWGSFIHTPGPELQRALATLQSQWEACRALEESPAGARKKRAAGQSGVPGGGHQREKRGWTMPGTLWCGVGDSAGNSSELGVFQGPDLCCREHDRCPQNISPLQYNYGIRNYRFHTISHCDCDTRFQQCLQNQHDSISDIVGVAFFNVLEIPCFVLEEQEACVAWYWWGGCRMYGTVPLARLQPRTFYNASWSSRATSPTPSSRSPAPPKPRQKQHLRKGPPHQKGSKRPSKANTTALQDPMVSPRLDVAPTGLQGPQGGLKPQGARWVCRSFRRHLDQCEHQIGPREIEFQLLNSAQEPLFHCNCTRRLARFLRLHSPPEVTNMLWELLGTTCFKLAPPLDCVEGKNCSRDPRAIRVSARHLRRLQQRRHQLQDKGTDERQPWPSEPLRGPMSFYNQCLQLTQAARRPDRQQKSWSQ
hgDAF12 agonist: H. glycines DAF-12 receptor agonists, primary screen, cell-based, luminescence, HEK293, GAL4 fusion, UAS-luciferase | Nuclear hormone receptor DAF-12 (Heterodera glycines), GAL4 fusion | HEK293 GAL4-hgDAF12 UAS-luciferase reporter, agonist luminescence; normalized to butyrate control | activation, % at 6.8 µM | 1.8% of 370,000 active;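 active = activation above a cutoff set at the mean of all screened compounds plus 3 SD, cut at about 10% in these data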;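 also: 0% = DMSO wells and 100% = sodium butyrate wells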
DAX1 inh-1: DAX1 (NR0B1) inhibitors on StAR promoter, primary screen, cell-based, luminescence, SF-1 (NR5A1), full-length DAX-1 | HEK293T StAR-luciferase reporter, SF-1/DAX-1 repression relief | inhibition, % at 6.8 µM | AID 652010, 2013 | 1.1% of 370,000 active;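 active = inhibition above the mean over all tested compounds plus 3 SD, cut at about 3.6% in these data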;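 also: 0% = DAX-1 cells with DMSO and 100% = cells lacking DAX-1 with DMSO; higher inhibition means more luminescence from relief of DAX-1 repression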
ssDAF-12 act: S. stercoralis DAF-12 nuclear receptor activators, primary screen, cell-based, luminescence, HEK293, GRIP1 co-expression, lit1-tk-luc; Nuclear hormone receptor DAF-12 (Strongyloides stercoralis); HEK293 ssDAF-12/GRIP1 lit1-tk-luc reporter; % of 3 µM dafachronic acid response; activation, % at 6.8 µM; 1% of 370,000 active;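 active = activation above the mean over all tested compounds plus 3 SD, cut at about 0.9% in these data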;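 also: 0% = DMSO-only wells and 100% = 3 µM delta7-dafachronic acid wells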
PLC-beta3 inh: human PLC-beta3 inhibitors, primary screen, biochemical, fluorescence; 1-phosphatidylinositol 4,5-bisphosphate phosphodiesterase beta-3 (Homo sapiens), Q01970; Purified PLC-beta3, fluorogenic substrate; inhibition, % at 12.2 µM; 0.18% of 370,000 active; AID 720704, 2013; in the data active = inhibition above about 11%;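 also: 0% = median of compound wells on plate and 100% = full blocker control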
SMARCA2 act: SMARCA2 (BRM) function activators, primary screen, cell-based, luminescence, high throughput | 1% of 370,000 active | AID 652017, 2013 | activation, % at 9.1 µM | MG213 cells, MMTV-luciferase reporter, dexamethasone, overnight; in the data active = activation above about 7.8%;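 also: 0% = vehicle wells and 100% = reference activator wells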
DAX1 inh-2: DAX1 (NR0B1) inhibitors, primary screen, cell-based, HEK293, Gal4-DAX1, luciferase luminescence | HEK293 Gal4-DAX1 luciferase reporter | 0.99% of 340,000 active | AID 504766, 2011 | inhibition, % at 6.75 µM | Nuclear receptor subfamily 0 group B member 1 (Homo sapiens), P51843;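 active = inhibition above the mean over all tested compounds plus 3 SD, cut at about 4.2% in these data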;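 also: 0% = DAX1-transfected cells with DMSO and 100% = empty-vector control cells with DMSO; inhibition shows as a rise in luminescence from relieved DAX1 repression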
PG9 binder: binders of HIV-1 gp120 antibody PG9, primary screen, biochemical, TR-FRET | HIV-1 gp120 / PG9 antibody interaction | TR-FRET gp120-PG9 antibody binding | 0.43% of 360,000 active | inhibition, % at 6.7 µM; in the data active = inhibition above about 8.5%
hcDAF-12 act: H. contortus DAF-12 nuclear receptor activators, primary screen, cell-based, luminescence, HEK293, lit1-tk-luc reporter; HEK293 hcDAF-12 lit1-tk-luc reporter; 0% DMSO, 100% Δ7-dafachronic acid; activation, % at 6.8 µM; 1.4% of 370,000 active;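 active = activation above the mean of all tested compounds plus 3 SD, cut at about 5.5% in these data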;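 also: 100% = response to 3 µM Δ7-dafachronic acid high control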
NR1D1 modulator: modulators of Rev-erb alpha DNA binding, primary screen, biochemical, FITC-DNA, fluorescence polarization, uHTS. 0.79% of 370,000 active. Nuclear receptor subfamily 1 group D member 1 (Homo sapiens), P20393. Rev-erbα–FITC-DNA binding, 90 min. activity, % at 10 µM. AID 1259318, 2017;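 active = activity above about 14%, limit read from the data; passing the limit was not always enough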;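 also: 0% = DMSO wells with 35 nM protein and 100% = DMSO wells with 750 nM protein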
Target sequence (P20393 whole entry, looked up): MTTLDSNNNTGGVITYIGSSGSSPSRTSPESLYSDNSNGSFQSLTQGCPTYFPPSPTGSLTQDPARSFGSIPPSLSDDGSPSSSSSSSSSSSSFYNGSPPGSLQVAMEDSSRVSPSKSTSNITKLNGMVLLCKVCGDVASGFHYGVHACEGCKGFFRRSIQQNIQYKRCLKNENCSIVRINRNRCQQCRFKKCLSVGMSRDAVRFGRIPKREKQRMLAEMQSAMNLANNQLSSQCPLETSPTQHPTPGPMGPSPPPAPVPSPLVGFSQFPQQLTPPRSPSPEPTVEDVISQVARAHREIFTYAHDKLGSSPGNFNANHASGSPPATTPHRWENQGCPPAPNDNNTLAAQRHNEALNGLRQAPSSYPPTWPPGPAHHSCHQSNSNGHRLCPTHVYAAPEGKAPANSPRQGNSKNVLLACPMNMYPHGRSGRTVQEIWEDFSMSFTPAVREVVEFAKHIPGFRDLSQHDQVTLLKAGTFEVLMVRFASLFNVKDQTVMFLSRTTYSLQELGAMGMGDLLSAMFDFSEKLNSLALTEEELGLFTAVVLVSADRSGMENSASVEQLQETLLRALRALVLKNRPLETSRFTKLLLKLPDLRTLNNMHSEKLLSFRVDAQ
* = called active by the depositor; i = inactive; . = not tested or not shown.

SMILES	GAA850 FXN act	HGIII-sPLA2 inh	hgDAF12 agonist	DAX1 inh-1	ssDAF-12 act	PLC-beta3 inh	SMARCA2 act	DAX1 inh-2	PG9 binder	hcDAF-12 act	NR1D1 modulator
O=[N+]([O-])c1ccc(S(=O)(=O)N2CCN(C3CCN(Cc4ccccc4)CC3)CC2)cc1	-0.4	-7	-0.4	-0.4	-0.6	-3	1	-1.4	-0.1	-0.8	1
O=C(O)C1Oc2cc3ccccc3cc2O1	1.5	-5	-0.7	0.0	-0.1	-11	-1	0.1	0.5	2.7	-11
CC(OC(=O)c1nc(Cl)ccc1Cl)C(=O)Nc1ccccc1F (centres undefined)	1.1	8	3.1	1.2	-0.5	-4	-1	0.5	0.2	-1.0	0
CC1(C(=O)N(CC(=O)NC2CCCC2)C2CCCC2)CC(=O)N=C2C=CC=CN21 (centres undefined)	-1.4	7	4.7	0.2	-0.9	-158	-5	0.9	0.0	-1.1	-1
S=C(Nc1ccc(Cl)cc1)NC1CC2CCCC(C1)N2C1CC1 (centres undefined)	-2.2	4	-0.5	-0.4	-1.2	3	0	-1.0	-0.2	-0.5	.
CCCCn1c(N)c(N(CCC(C)C)C(=O)c2ccc([N+](=O)[O-])o2)c(=O)[nH]c1=O	1.7	-3	1.1	-2.0	-1.0	-35	-1	-0.2	-1.4	-1.1	2
O=C(O)CN1C(=O)c2cccc(Oc3ccc(Cl)cc3)c2C1=O	3.0	1	0.3	-0.1	-1.4	-5	1	-0.3	0.5	-0.1	1
CCNc1nc(NOC)nc(OCC#N)n1	3.1	-3	3.1	-0.3	-1.4	1	2	-1.1	0.6	-1.3	3
Cn1c(C(=O)N2CCc3ccccc3C2)cc2c(=O)n3ccccc3nc21	3.7	-2	1.2	0.1	-0.9	i	3	-0.1	1.7	2.2	-1
COc1ccc(N=Nc2ccc(CO)cc2)cc1	-0.9	-5	10	1.4	1.3*	-2	7	2.4	-3.6	7.3*	0
CC(C)(C)NC(=O)CSc1nc2ccc(NC(=O)CSc3nnnn3Cc3ccccc3)cc2s1	-3.9	-35	-10	-3.8	-2.3	-1	-3	-4.4	-1.7	-4.7	6
COC(=O)c1ccc(C(=O)OC)c(NC(=S)N2CCCC2)c1	0.0	14	-2.5	0.5	-0.6	-194	-1	-0.2	-2.1	-1.8	2
CCc1cc2c(=O)[nH]c(-c3ccccn3)nc2s1	-16	8	1.3	-1.4	-1.4	-53	-9	-3.1	-0.7	0.5	-1
Oc1c(C(c2cccc(F)c2)N2CCN(Cc3ccccc3)CC2)sc2ncnn12 (centres undefined)	-1.7	-15	0.0	-1.2	-1.4	1	-1	1.0	1.0	-0.9	-3
Cc1noc(C)c1C(=O)NCCc1c(C)[nH]c2ccccc12	-0.1	-5	-0.8	0.1	-0.4	-8	-2	3.6	-0.6	-1.0	7
CC(=O)NC(Cc1ccccc1C)C(=O)NC1CCN(C(=O)c2cccc(C)c2)CC1 (centres undefined)	-0.9	1	-0.9	-0.2	-2.2	-7	-3	-1.1	1.2	1.0	-1
Cc1ccc(-n2c(C)cc(C(=O)COc3c(CO)cc(F)cc3CO)c2C)cc1C	-2.5	-6	-3.0	-1.3	-2.0	-2	-2	-3.7	-0.1	-5.0	9
CN1CCc2c(sc(NC(=O)Cc3ccccc3)c2C(N)=O)C1	-0.9	12	1.0	-0.4	-1.1	-34	-3	1.2	-1.8	-2.3	0
O=C(CSc1nc2ccccc2c(=O)n1-c1ccc(Cl)c(Cl)c1)Nc1ccc2c(c1)CCC2	-3.5	8	2.9	-4.1	-0.5	4	-4	.	-2.1	2.5	7
CCN1C(c2ccc(F)cc2)=CS/C1=C(/C#N)c1nnc2n1-c1ccccc1SC2	-2.1	8	-1.1	-1.0	-1.6	-3	-7	-0.7	0.3	-1.3	-7
COc1c2c(c(CCC(=O)O)c3c1C=CC(C)(C)O3)OC(C)(C)C=C2	0.7	-9	1.4	-0.1	-1.8	3	1	0.8	-1.9	1.4	-2
Cc1cccc(N2CCN(c3ccc(NC(=O)/C=C\C(=O)O)cc3)CC2)c1	-0.4	21*	4.4	-0.2	-1.2	-1	-2	-0.7	0.5	-1.6	0
Cc1ccccc1-c1noc(N)c1C#N	3.1	-3	-0.3	1.1	-0.1	-1	-3	2.3	-1.7	4.0	-2
COC(=O)c1nc2ccc(C)cn2c1F	4.8	1	7.6	1.8	0.1	-8	0	-0.5	-0.6	0.2	5
Cn1c(Cn2nnc3ccccc32)nnc1SCC(=O)c1ccc(F)cc1	0.1	-35	1.9	0.6	-1.6	2	2	-1.0	-1.2	-1.4	5
COc1c(Cl)cnn(-c2ccc(Cl)c(Cl)c2)c1=O	2.0	0	-2.9	-0.2	-0.6	-2	4	-0.9	-1.6	-0.7	4
Cc1ccccc1NC(=O)N1CCN(c2ncccn2)CC1	0.4	6	-0.8	0.2	-0.8	1	1	0.5	-0.5	-0.6	8
CC1CCC(NC(=O)C2CCN(C(=O)Nc3ccccc3)CC2)CC1 (centres undefined)	-0.8	13	0.9	-0.6	-0.8	-5	-4	0.0	0.5	-0.4	-2
CCCCNC(=O)CN1C(=O)NC2(CCCc3ccccc32)C1=O (centres undefined)	-0.4	3	-0.8	0.0	-1.8	2	-2	1.0	0.0	-0.1	-3
O=C1c2cc3c(cc2CCC1c1ccc2c(c1)OCO2)OCO3 (centres undefined)	2.1	16	8.1	-0.2	-0.2	-4	3	1.3	-0.2	1.4	2
COc1ccc(NC(=O)CNC(=O)Cn2c(C)cc3ccccc3c2=O)cc1OC	-1.5	4	0.1	-1.4	-1.4	-3	-2	-1.0	0.5	0.5	-4
Cc1cc(/C=C(\C#N)C(=O)OCC(=O)N(C)c2c(N)n(Cc3ccccc3)c(=O)[nH]c2=O)c(C)n1CC(C)C	0.1	-1	0.6	0.1	-0.7	-51	-3	0.9	-1.7	-0.1	-3
CCCCn1c(N)c(N(CCOC)C(=O)Cn2c(=O)cnc3ccccc32)c(=O)[nH]c1=O	-0.6	-6	-0.3	3.1	-0.8	-8	1	0.9	-1.7	-1.0	0
c1ccc2[nH]c(COCc3nc4ccccc4[nH]3)nc2c1	.	3	0.8	.	-1.5	3	.	.	.	-2.2	-3
N#Cc1nc(COc2ccc(Br)cc2)oc1NCCN1CCOCC1	0.5	-12	-0.7	-0.3	-1.1	2	0	0.0	-1.1	-1.2	-1
CCN(CC1COc2ccccc2O1)C(=S)Nc1ccccc1 (centres undefined)	-1.7	-2	-2.0	-0.9	-2.2	2	-4	-0.5	-0.8	-1.5	-5

Gathered by group, those above containing two or more sulfur atoms.
SMILES	GAA850 FXN act	HGIII-sPLA2 inh	hgDAF12 agonist	DAX1 inh-1	ssDAF-12 act	PLC-beta3 inh	SMARCA2 act	DAX1 inh-2	PG9 binder	hcDAF-12 act	NR1D1 modulator
CC(C)(C)NC(=O)CSc1nc2ccc(NC(=O)CSc3nnnn3Cc3ccccc3)cc2s1	-3.9	-35	-10	-3.8	-2.3	-1	-3	-4.4	-1.7	-4.7	6
CCN1C(c2ccc(F)cc2)=CS/C1=C(/C#N)c1nnc2n1-c1ccccc1SC2	-2.1	8	-1.1	-1.0	-1.6	-3	-7	-0.7	0.3	-1.3	-7

(continued)
SMILES	GAA850 FXN act	HGIII-sPLA2 inh	hgDAF12 agonist	DAX1 inh-1	ssDAF-12 act	PLC-beta3 inh	SMARCA2 act	DAX1 inh-2	PG9 binder	hcDAF-12 act	NR1D1 modulator
CCC(C(=O)Nc1ccon1)c1ccccc1 (centres undefined)	-0.9	4	-0.2	-1.1	-0.8	-9	3	-0.4	-0.7	-1.0	3
COc1cc(C2N(C)CCC3(OCCO3)C2(C)C)cc(OC)c1OC (centres undefined)	0.5	-2	1.6	0.1	-1.4	4	0	-0.3	-1.0	2.6	1
c1ccc(-c2nnnc3ccccc23)cc1	-0.2	0	4.5	0.3	-0.8	0	-2	-0.3	-1.9	-0.2	-7
CC(C)C(OC(=O)c1nsc(Cl)c1Cl)C(=O)NC(C)(C)C (centres undefined)	-1.4	-1	2.1	-0.3	-1.1	2	-1	-0.3	1.3	-1.2	0
CCCN1CN(c2ccccc2)C(=S)N(c2ccccc2)C1	1.0	1	-1.8	-0.4	-1.3	-2	-3	2.2	-1.6	-0.6	-1
CCOc1ccccc1OCCCC(=O)N(C)CC(=O)Nc1cc(C)ccc1C	-0.7	-1	-1.9	0.1	-1.9	1	1	-0.1	-1.2	-0.2	1
COc1cccc(NC(=O)c2cc(OC)c(OC)c(OC)c2Br)c1	0.7	-2	-2.5	-0.7	-1.6	1	0	0.4	-1.1	0.0	-4
NC(=O)c1c(NC(=O)CN2C(=O)CCC2=O)sc2c1CCCCC2	0.7	11	0.1	-0.1	-1.1	-4	-5	0.6	-1.4	-1.5	-6
CC(CN1CCCC1)OC(=O)c1ccc(Cl)cc1 (centres undefined)	-2.0	-3	-0.8	0.1	-0.5	-1	-2	0.6	-1.3	0.7	-4
CSc1ncccc1C(=O)OC(C)C(=O)Nc1cccc(S(=O)(=O)N2CCOCC2)c1 (centres undefined)	-0.7	-34	-1.8	0.3	-1.6	2	-5	1.0	-2.8	1.5	-6
COC(=O)CSc1nc2c(c(-c3ccc(C)o3)c1C#N)CCCC2	0.9	-10	-1.1	-1.1	-1.9	-58	0	1.3	-5.8	-1.8	8
CCOc1ccc(NC(=O)c2sccc2-n2cccc2)cc1	-1.8	-3	3.1	-0.1	-1.2	-4	0	2.2	-0.6	1.6	-4
COC(=O)C1=C(C)N(C(C)C)C(=O)C1(NC(C)=O)C(F)(F)F (centres undefined)	0.8	5	2.4	-0.5	-1.0	4	0	1.4	-2.9	-1.6	-5
O=C(CSc1ccsc1[N+](=O)[O-])NCc1ccccc1	2.7	4	9.8	1.4	0.9*	-4	11*	0.8	-0.6	6.5*	2
Cc1cccc(C(=O)NCCC(=O)Nc2nc(C)c(Cc3ccc4c(c3)OCO4)s2)c1	-0.1	-5	-0.6	-0.3	-1.1	0	1	0.0	0.4	1.6	-2
CN(CC(=O)Nc1ccc(N2CCOCC2)cc1)C(=O)c1cc(F)c(F)cc1Cl	0.7	0	1.9	3.2	-0.6	-5	0	-0.7	-0.9	-0.2	1
COc1ccc(NS(=O)(=O)c2ccc3c(c2)N(C(C)=O)CCS3)cc1	-1.5	2	1.2	-0.4	-1.5	-5	2	-0.7	-0.6	-1.9	5
